EPAC1 antag: qHTS for Antagonist of cAMP-regulated guanine nucleotide exchange factor 3 (EPAC1): primary screen; EPAC1 GEF assay, Rap1b-BODIPY-GDP exchange fluorescence; Potency, µM (titrated, usually from 115 µM), without a hit: at the highest dose activity change, negative = inhibition, actives largely listed as inhibitors; actives 0.14% (n = 360,000);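 further: plate controls were vehicle for no effect and positive control for full effect; nearly all actives have a fitted effect of over 50% in size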
EPAC1 agonist: qHTS for Agonist of cAMP-regulated guanine nucleotide exchange factor 3 (EPAC1): primary screen; Rap guanine nucleotide exchange factor 3 (Homo sapiens), O95398; EPAC1 agonist qHTS, biochemical assay; response scale: 100% = response to 6.5 mM cAMP; Potency, µM (top dose mostly 154 µM), inactives show at the highest dose activation, hits mostly activators; actives 0.073% (n = 360,000); AID 720707, 2013; further: nearly all actives have a fitted effect of over 60% in size
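Normalized to 6.5 mM cAMP, activity reflects EPAC1-catalysed release of BODIPY-GDP from Rap1B, followed kinetically over 30 min at 480 nm excitation, 540 nm emission. Reaction contained 100 nM EPAC1, 250 nM Rap1B-BODIPY-GDP, 50 uM GDP.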
EPAC2 agonist: qHTS for Agonist of cAMP-regulated guanine nucleotide exchange factor 4 (EPAC2): primary screen; Rap guanine nucleotide exchange factor 4 (Homo sapiens), Q8WZA2; EPAC2 activation, biochemical qHTS; response scale: 100% = 6.5 mM cAMP response; Potency, µM (top dose mostly 154 µM), inactives show top-dose activation, usual class: activators; actives 0.079% (n = 360,000); AID 720711, 2013; further: nearly all actives have a fitted effect of over 50% in size
Target sequence (Q8WZA2 whole entry, looked up): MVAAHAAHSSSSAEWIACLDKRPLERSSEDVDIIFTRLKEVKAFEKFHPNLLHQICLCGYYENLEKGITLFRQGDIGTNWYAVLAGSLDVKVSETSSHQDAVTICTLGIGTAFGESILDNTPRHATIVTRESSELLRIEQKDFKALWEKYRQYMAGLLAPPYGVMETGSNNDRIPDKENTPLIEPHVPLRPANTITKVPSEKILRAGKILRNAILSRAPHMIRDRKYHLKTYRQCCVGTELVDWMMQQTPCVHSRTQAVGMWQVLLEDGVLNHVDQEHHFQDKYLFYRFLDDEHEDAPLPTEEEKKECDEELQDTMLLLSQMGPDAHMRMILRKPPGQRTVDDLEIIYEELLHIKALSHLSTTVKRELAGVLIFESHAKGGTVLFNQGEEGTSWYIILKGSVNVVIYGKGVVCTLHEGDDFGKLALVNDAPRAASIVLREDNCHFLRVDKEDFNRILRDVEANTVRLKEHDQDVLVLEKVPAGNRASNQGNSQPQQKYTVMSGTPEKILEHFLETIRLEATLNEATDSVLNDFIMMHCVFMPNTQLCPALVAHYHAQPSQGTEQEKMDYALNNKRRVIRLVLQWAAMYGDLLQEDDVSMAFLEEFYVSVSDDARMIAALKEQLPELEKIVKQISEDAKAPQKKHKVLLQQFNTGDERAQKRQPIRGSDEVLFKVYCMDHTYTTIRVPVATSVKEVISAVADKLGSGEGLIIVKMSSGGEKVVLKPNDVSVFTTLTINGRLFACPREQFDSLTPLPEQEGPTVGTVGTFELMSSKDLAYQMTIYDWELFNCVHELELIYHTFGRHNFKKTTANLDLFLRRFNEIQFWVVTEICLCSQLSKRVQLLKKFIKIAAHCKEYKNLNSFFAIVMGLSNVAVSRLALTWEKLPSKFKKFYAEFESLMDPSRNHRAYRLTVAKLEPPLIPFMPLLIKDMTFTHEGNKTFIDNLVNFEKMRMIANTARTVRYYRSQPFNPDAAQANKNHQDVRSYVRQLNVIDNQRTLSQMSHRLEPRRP
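Readout is BODIPY fluorescence (480 nm excitation, 540 nm emission), which falls as labeled GDP is exchanged off Rap1B. EPAC2 at 100 nM acted on 250 nM RAP1B-BODIPY-GDP with 50 uM GDP present.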
PTHR1 ag: qHTS for PTHR1 Agonists: Primary Screen. AID 743266, 2014. actives 0.075% (n = 410,000). HEK293 GP2 PTHR1 cells, GloSensor cAMP luminescence, 1 h. Potency, µM (series often up to 115 µM), without a hit: at the top dose activation, usual class: activators; further: nearly all actives have a fitted effect of over 55% in size; some results filed as inactive show a strong effect at the top dose; inactives centre near -15; many of its hits are not listed in these tables
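HEK-293-derived GP2 cells expressing PTHR1 and a GloSensor cAMP reporter, 3,000/well, plated overnight, given luciferin plus IBMX (each 0.5 mM as added) for 1 h at 37 °C, then compound for 1 h at 37 °C. Luminescence was read after 15 min at room temperature.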
TDP-43 yeast inh: qHTS of TDP-43 Inhibitors; TDP-43 expressing yeast growth rescue, BacTiter-Glo, 24 h; actives 1.8% (n = 410,000); Potency, µM (top dose mostly 46.1 µM), for the others: at the highest dose growth rescue (activation), actives largely listed as activators; further: % of control where 0% means no effect; nearly all actives have a fitted effect of over 50% in size
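Growth rescue of TDP-43-toxic yeast measured as ATP luminescence (BacTiter-Glo). Cells grown to mid-log in raffinose, induced in galactose at OD600=0.02, exposed to compound 24 hr at 30 deg C.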
aSyn rescue: qHTS of alpha-syn Inhibitors. Yeast expressing alpha-synuclein, growth rescue, BacTiter-Glo, 24 h. Potency, µM (series often up to 46.1 µM), inactives show at the highest dose growth rescue (activation), most hits filed as activators. actives 0.14% (n = 370,000). AID 652106, 2013; further: % of control where 0% means no effect; nearly all actives have a fitted effect of over 65% in size
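Readout is rescue of growth in alpha-synuclein-expressing yeast, so inhibitors of toxicity appear as activators. Growth after 24 hr at 30 deg C in galactose medium is quantified by luminescence.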
FUS suppressor: qHTS for Suppressors of FUS Proteinopathy: Primary screen using FUS-linked yeast assay | S. cerevisiae FUS-expressing, growth rescue, OD600, 24 h | AID 1347120, 2019 | actives 0.24% (n = 390,000) | Potency, µM (highest dose often 76.6 µM), for the others: top-dose growth rescue (activation), hits mostly activators;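 further: plate controls were DMSO vehicle for no effect and reference control for full effect; nearly all actives have a fitted effect of over 55% in size; some results filed as inactive show a strong effect at the top dose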
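FUS-expressing yeast, raffinose-pregrown, induced in 2% galactose minimal medium at OD 0.005; compounds in a dilution series, 24hr at 30C. Growth restoration read as absorbance at 600 nm. CP55940 positive control, DMSO negative.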
EPAC2 antagonist: qHTS for Antagonist of cAMP-regulated guanine nucleotide exchange factor 2 (EPAC2): primary screen; Rap guanine nucleotide exchange factor 4 (Homo sapiens), Q8WZA2; Potency, µM (doses to about 114 µM), inactives show top-dose activity, negative = inhibition, hits mostly inhibitors; EPAC2 GEF exchange of Rap1B-BODIPY-GDP, fluorescence; actives 0.18% (n = 360,000); further: on the % scale 0 is the no-effect control and ±100 the full control effect; nearly all actives have a fitted effect of over 45% in size; many of its hits are not listed in these tables
An asterisk follows results filed as active; & = joins results of further samples; [ ] = remark or other dose. The call rests on the fitted dose curve; in most records, active means well fitted curve in the direction sought with a large enough effect; inconclusive means small, poorly fitted or top-dose-only effect, or another doubt; inactive means no such curve, though single readings can be large; an effect the other way counts as inactive or inconclusive. Potency means the concentration at half of the fitted maximal effect.

`Cc1ccc(/C=N/NC(=O)C2CC(=O)N(c3ccccc3)C2)s1` (configuration not stated) gave EPAC1 antag -12%, EPAC1 agonist -4%, EPAC2 agonist 12%, PTHR1 ag -3%, TDP-43 yeast inh -21%, aSyn rescue -2% and EPAC2 antagonist 12%.
CCOC(=O)C1CCCN(C(=O)c2ccc(SC(F)(F)F)cc2)CC1 (configuration not stated) was read as EPAC1 antag 2%, EPAC1 agonist -4%, EPAC2 agonist -7%, PTHR1 ag -11%, TDP-43 yeast inh 24%, aSyn rescue -1%, FUS suppressor 7% and EPAC2 antagonist -8%.
`COc1ncnc2c1oc1ccccc12` gave EPAC1 antag 17%, EPAC1 agonist -1%, EPAC2 agonist 4%, PTHR1 ag -9%, TDP-43 yeast inh -8%, aSyn rescue -3%, FUS suppressor -16% and EPAC2 antagonist 1%.
Cc1cccc(CN(C)C)c1CC(O)(c1ccccc1)c1ccccc1 was read as EPAC1 antag -12%, EPAC1 agonist 2%, EPAC2 agonist 13%, PTHR1 ag inactive, TDP-43 yeast inh 25%, aSyn rescue 4% and EPAC2 antagonist 0%.
For N#C/C(=C\Nc1ccc(Cl)cn1)S(=O)(=O)c1ccccn1 the results were EPAC1 antag -16%, EPAC1 agonist -3%, EPAC2 agonist -2%, PTHR1 ag -42%[inhibitor], TDP-43 yeast inh 12%, aSyn rescue 1%, FUS suppressor 5% and EPAC2 antagonist 9%.
O=C(CCC(=O)N1CCOc2ccc(Cl)cc21)NCCCN1CCN(c2ccccc2F)CC1 was read as EPAC1 antag 8%, EPAC1 agonist 5%, EPAC2 agonist 2%, PTHR1 ag -19%, TDP-43 yeast inh inconclusive, aSyn rescue 4%, FUS suppressor -4% and EPAC2 antagonist -2%.
`CCOC(=O)CNC(=O)CSc1ccc2nnc(-c3cccnc3)n2n1` gave EPAC1 antag -14%, EPAC1 agonist -10%, EPAC2 agonist 7%, PTHR1 ag inactive, TDP-43 yeast inh -13%, aSyn rescue -3%, FUS suppressor 12% and EPAC2 antagonist -9%.
O=C(Nc1ccc2c(c1)OCCO2)N1CCN(Cc2ccccc2)CC1 was read as EPAC1 antag -2%, EPAC1 agonist -3%, EPAC2 agonist 3%, PTHR1 ag -21%, TDP-43 yeast inh -12%, aSyn rescue -1%, FUS suppressor 21% and EPAC2 antagonist 21%.
For CCOc1ccc(CCN2C(=S)N([C@@H](CC(C)C)CN3CCC[C@@H]3CN3C(=S)NC[C@@H]3Cc3ccc(O)cc3)C[C@@H]2Cc2ccc(O)cc2)cc1 the results were EPAC1 antag -21%, EPAC1 agonist -11%, EPAC2 agonist 5%, PTHR1 ag 4%, TDP-43 yeast inh 21%, aSyn rescue -13%, FUS suppressor inconclusive and EPAC2 antagonist 5%.
Screening COc1ccc(C(=O)Nn2cnnc2)cc1OC returned EPAC1 antag -8%, EPAC1 agonist 5%, EPAC2 agonist 4%, PTHR1 ag inconclusive, TDP-43 yeast inh -20%[1.82 µM], aSyn rescue 0%, FUS suppressor -4% and EPAC2 antagonist -8%.

The list goes on; the last two above are carried over.
For CCOc1ccc(CCN2C(=S)N([C@@H](CC(C)C)CN3CCC[C@@H]3CN3C(=S)NC[C@@H]3Cc3ccc(O)cc3)C[C@@H]2Cc2ccc(O)cc2)cc1 the results were EPAC1 antag -21%, EPAC1 agonist -11%, EPAC2 agonist 5%, PTHR1 ag 4%, TDP-43 yeast inh 21%, aSyn rescue -13%, FUS suppressor inconclusive and EPAC2 antagonist 5%.
Screening COc1ccc(C(=O)Nn2cnnc2)cc1OC returned EPAC1 antag -8%, EPAC1 agonist 5%, EPAC2 agonist 4%, PTHR1 ag inconclusive, TDP-43 yeast inh -20%[1.82 µM], aSyn rescue 0%, FUS suppressor -4% and EPAC2 antagonist -8%.
CC(C)OC(=O)CN1C(=O)C(C)(C)Oc2ccc(C(=O)NC3CC3)cc21 was read as EPAC1 antag 6%, EPAC1 agonist -7%, EPAC2 agonist -2%, PTHR1 ag -8%[57.5 µM], TDP-43 yeast inh 0%, aSyn rescue 6%, FUS suppressor 17% and EPAC2 antagonist 10%.
COc1cc(NC(=O)CCc2nnc3ccc(N4CCC5(CC4)OCCO5)nn23)cc(OC)c1 was read as EPAC1 antag 6%, EPAC1 agonist 1%, EPAC2 agonist 13%, PTHR1 ag inactive, TDP-43 yeast inh -40%[inhibitor], aSyn rescue -6%, FUS suppressor 27% and EPAC2 antagonist 18%.
O=C(OCC1COc2ccccc2O1)c1c(F)cccc1F (configuration not stated) was read as EPAC1 antag -4%, EPAC1 agonist 12%, EPAC2 agonist 17%, PTHR1 ag -33%[inhibitor], TDP-43 yeast inh 14%, aSyn rescue -1%, FUS suppressor 5% and EPAC2 antagonist -6%.
For CCCCNC(=O)Nc1ccccn1 the results were EPAC1 antag 11%, EPAC1 agonist 6%, EPAC2 agonist -11%, PTHR1 ag -4%[57.5 µM], TDP-43 yeast inh 4%, aSyn rescue 3%, FUS suppressor -9% and EPAC2 antagonist -3%.
`O=C(CSc1nc2ccc([N+](=O)[O-])cc2s1)c1ccc2ccccc2c1` gave EPAC1 antag 8%, EPAC1 agonist 2%, EPAC2 agonist 18%, PTHR1 ag inactive, TDP-43 yeast inh -9%, aSyn rescue 0%, FUS suppressor -30% and EPAC2 antagonist 0%.
`O=C(N/N=C/c1ccc([N+](=O)[O-])s1)c1ccncc1` gave EPAC1 antag -29%, EPAC1 agonist -7%, EPAC2 agonist 2%, PTHR1 ag inactive, TDP-43 yeast inh -19%[0.397 µM], aSyn rescue -2%, FUS suppressor 14% and EPAC2 antagonist -15%.
For CC1CCC(NC(=O)c2ccc(CNc3c(NC4CCCCC4)c(=O)c3=O)cc2)CC1 (configuration not stated) the results were EPAC1 antag inconclusive, EPAC1 agonist -1%, EPAC2 agonist 0%, PTHR1 ag inactive, TDP-43 yeast inh 18%, aSyn rescue -4%, FUS suppressor -10% and EPAC2 antagonist 10%.
Cc1cc(Nc2ccccc2)n(CCOC(=O)COc2ccccc2)n1 was read as EPAC1 antag -9%, EPAC1 agonist -2%, EPAC2 agonist 27%, PTHR1 ag inactive, TDP-43 yeast inh -1%, aSyn rescue 2%, FUS suppressor 14% and EPAC2 antagonist -30%[57.1 µM].
O=S(=O)(/N=C(/Nc1cccc2ccccc12)c1ccc(F)cc1)c1ccccc1 was read as EPAC1 antag -8%, EPAC1 agonist 23%, EPAC2 agonist 12%, PTHR1 ag inactive, TDP-43 yeast inh 7%, aSyn rescue 10%, FUS suppressor -6% and EPAC2 antagonist -23%.
Screening Cc1cccc(N2CCN(S(=O)(=O)c3ccc4c(c3)CCCN4C(=O)C3CCC3)CC2C)c1 (configuration not stated) returned EPAC1 antag -5%, EPAC1 agonist 6%, EPAC2 agonist 2%, PTHR1 ag 0%&-19%, TDP-43 yeast inh -6%&20%, aSyn rescue 0%, FUS suppressor 8%&2% and EPAC2 antagonist 6%.

Of the compounds above, these have a nitro group on carbon:
`O=C(CSc1nc2ccc([N+](=O)[O-])cc2s1)c1ccc2ccccc2c1` gave EPAC1 antag 8%, EPAC1 agonist 2%, EPAC2 agonist 18%, PTHR1 ag inactive, TDP-43 yeast inh -9%, aSyn rescue 0%, FUS suppressor -30% and EPAC2 antagonist 0%.
`O=C(N/N=C/c1ccc([N+](=O)[O-])s1)c1ccncc1` gave EPAC1 antag -29%, EPAC1 agonist -7%, EPAC2 agonist 2%, PTHR1 ag inactive, TDP-43 yeast inh -19%[0.397 µM], aSyn rescue -2%, FUS suppressor 14% and EPAC2 antagonist -15%.

Continuation:
Screening COc1ccc(-c2csc(NC(=O)CCCc3cccs3)n2)cc1 returned EPAC1 antag 0%, EPAC1 agonist -1%, EPAC2 agonist 1%, PTHR1 ag -15%, TDP-43 yeast inh 21%, aSyn rescue -7% and EPAC2 antagonist -3%.
Screening O=C(c1ccc(S(=O)(=O)NCC2CCCO2)cc1)N1CCN(c2ccccc2)CC1 (configuration not stated) returned EPAC1 antag -9%, EPAC1 agonist 2%, EPAC2 agonist 1%, PTHR1 ag inactive, TDP-43 yeast inh -13%, aSyn rescue -4%, FUS suppressor 7% and EPAC2 antagonist 1%.
`O=C(Nc1ccc2c(c1)OCO2)c1cccc(S(=O)(=O)N2CCOCC2)c1` gave EPAC1 antag -7%, EPAC1 agonist 4%, EPAC2 agonist 8%, PTHR1 ag -57%[inhibitor], TDP-43 yeast inh 16%, aSyn rescue -7%, FUS suppressor 6% and EPAC2 antagonist -3%.
COc1ccccc1OCC(O)CNCc1ccc2c(c1)OCO2 (configuration not stated) was read as EPAC1 antag -15%, EPAC1 agonist -2%, EPAC2 agonist -6%, PTHR1 ag -5%, TDP-43 yeast inh -2%, aSyn rescue -1%, FUS suppressor 5% and EPAC2 antagonist 16%.
For Cc1nc(C)c(/C(O)=C\c2nc3ccc([N+](=O)[O-])cc3oc2=O)o1 the results were EPAC1 antag 1%, EPAC1 agonist -1%, EPAC2 agonist -3%, PTHR1 ag -2%, TDP-43 yeast inh 8%, aSyn rescue 0%, FUS suppressor -46% and EPAC2 antagonist 1%.
CC1=CCC2C(=O)N(C(C)c3ccccc3)C(=O)C2C1 (configuration not stated) was read as EPAC1 antag 1%, EPAC1 agonist 9%, EPAC2 agonist 5%, PTHR1 ag -4%, TDP-43 yeast inh 2%, aSyn rescue 5%, FUS suppressor 2% and EPAC2 antagonist -4%.
`CC(C)CNS(=O)(=O)c1ccc(Br)cc1N1CCC[C@@H]1CO` gave EPAC1 antag -24%, EPAC1 agonist -4%, EPAC2 agonist 2%, PTHR1 ag -53%[inhibitor], TDP-43 yeast inh 19%, aSyn rescue 6%, FUS suppressor 3% and EPAC2 antagonist -5%.
`O=C(Nc1ccccc1)N1CCC(C(=O)N2CCN(Cc3ccccc3)CC2)CC1` gave EPAC1 antag 2%, EPAC1 agonist 13%, EPAC2 agonist -10%, PTHR1 ag inactive, TDP-43 yeast inh 12%, aSyn rescue -4% and EPAC2 antagonist 4%.
`Cc1ccc(NC(=O)CSc2ncc(S(=O)(=O)c3ccccc3)c(=O)[nH]2)cc1C` gave EPAC1 antag -5%, EPAC1 agonist -3%, EPAC2 agonist 5%, PTHR1 ag inactive, TDP-43 yeast inh 10%, aSyn rescue 0% and EPAC2 antagonist -6%.

Compound activity as filed in PubChem.

The list is partial. The share of hits here may be higher or lower than overall.
